High-throughput results from PubChem BioAssay.
IP6K1 inhibitor: IP6K1 kinase inhibition. 140,000 tested, 0.81% active. Q92551. IP6K1 kinase, ADP-Glo luminescence, 2 h; active compounds read low. activity change, % (series mostly up to about 58 µM); in the data active = activity change below about -25%
Target sequence (Q92551 whole entry, looked up): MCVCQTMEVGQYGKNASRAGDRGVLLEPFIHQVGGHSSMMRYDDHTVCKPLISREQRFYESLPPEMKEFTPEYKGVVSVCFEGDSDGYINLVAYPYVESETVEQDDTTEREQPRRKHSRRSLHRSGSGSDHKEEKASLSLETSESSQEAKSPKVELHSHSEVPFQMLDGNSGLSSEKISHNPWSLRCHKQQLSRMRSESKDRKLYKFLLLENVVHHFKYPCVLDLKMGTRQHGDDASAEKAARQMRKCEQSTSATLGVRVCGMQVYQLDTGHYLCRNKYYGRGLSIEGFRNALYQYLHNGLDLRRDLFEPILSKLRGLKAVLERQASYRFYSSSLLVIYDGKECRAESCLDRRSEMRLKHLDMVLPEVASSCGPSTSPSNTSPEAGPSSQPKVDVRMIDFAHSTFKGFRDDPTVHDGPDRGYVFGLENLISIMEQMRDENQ
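ADP-Glo luminescence measures ADP made by human IP6K1 during a 2 h RT reaction with ATP/IP6 (mix at 1.3 mM/130 uM); top library doses 57.5 and 19.1 uM final.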
NIH3T3 tox: kills NIH 3T3 cells; AID 1345082; NIH 3T3 viability, CellTiter-Glo ATP luminescence, 48-72 h; Potency, µM (doses to about 96.7 µM), for the others: at the highest dose activity change, negative = cytotoxicity, actives largely listed as inhibitors; 94,000 tested, 4.3% active; note: potency is the fitted concentration of half-maximal effect; nearly all actives have a fitted effect of over 55% in size
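NIH 3T3 cells at 400 cells/well received 23 nL of compound by pintool and were incubated 48 or 72 h at 37 °C. Viability was read as ATP-coupled CellTiter-Glo luminescence.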
HEK293 viab: counter-screen for SNCA expression inhibitors: cell viability; HEK-293-SNCA-luc viability, GF-AFC fluorescence, 24 h; Potency, µM (titrated, usually from 57.1 µM), for the others: top-dose activity change, negative = cytotoxicity, hits mostly cytotoxic; 150,000 tested, 0.12% active; AID 1671193;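 note: potency is the fitted concentration of half-maximal effect; 0% = DMSO-treated cells and -100% = medium-only wells without cells; nearly all actives have a fitted effect of over 30% in size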
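Cytotoxicity counterscreen: after 24 h compound treatment of genome-edited SNCA-luciferase HEK-293 cells, live-cell protease substrate GF-AFC read by fluorescence after 30 min; activity scaled between DMSO (0%) and medium-only (-100%), curves Hill-fitted.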
SNCA expr inh: reduces expression of the alpha-synuclein gene | HEK-293 SNCA-luciferase knock-in, luminescence, 24 h | Potency, µM (titrated, usually from 57.2 µM), inactives show at the top dose activity change, negative = inhibition, hits mostly inhibitors | 140,000 tested, 0.17% active;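 note: potency is the fitted concentration of half-maximal effect; plate controls were DMSO cells for no effect and cell-free wells for full effect; nearly all actives have a fitted effect of over 45% in size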
FLuc inh: blocks purified firefly luciferase enzyme activity; Potency, µM (series often up to 115 µM), for inactives: at the highest dose activity change, negative = inhibition, usual class: inhibitors; AID 1347043; purified P. pyralis luciferase, luminescence, biochemical; 76,000 tested, 2.5% active; note: potency is the fitted concentration of half-maximal effect; nearly all actives have a fitted effect of over 65% in size
Target sequence (P08659 whole entry, looked up): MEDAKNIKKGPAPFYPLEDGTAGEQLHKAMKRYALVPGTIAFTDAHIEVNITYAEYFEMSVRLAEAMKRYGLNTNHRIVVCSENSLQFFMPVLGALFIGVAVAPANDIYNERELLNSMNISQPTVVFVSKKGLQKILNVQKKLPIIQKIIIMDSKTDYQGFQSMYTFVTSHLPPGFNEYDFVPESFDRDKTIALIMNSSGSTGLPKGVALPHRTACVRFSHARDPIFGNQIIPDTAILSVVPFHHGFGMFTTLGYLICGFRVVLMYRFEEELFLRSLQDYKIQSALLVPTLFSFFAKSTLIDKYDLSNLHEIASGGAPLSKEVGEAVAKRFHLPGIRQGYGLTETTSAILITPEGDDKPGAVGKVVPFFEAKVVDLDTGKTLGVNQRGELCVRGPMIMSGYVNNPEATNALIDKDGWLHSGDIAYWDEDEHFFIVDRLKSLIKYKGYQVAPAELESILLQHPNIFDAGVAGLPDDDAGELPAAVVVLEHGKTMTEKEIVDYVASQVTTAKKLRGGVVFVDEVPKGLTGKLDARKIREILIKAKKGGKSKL
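Purified P. pyralis luciferase (10nM final) in 50mM Tris acetate pH 7.5, 10mM Mg acetate, 0.01% Tween-20, 0.05% BSA with 10uM D-luciferin and 10uM ATP. Compounds titrated qHTS. Luminescence imaged on CCD.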
HEK cytotox: kills HEK 293 cells; HEK 293 viability, ATP luminescence (CellTiter-Glo), 48-72 h; Potency, µM (highest dose often 115 µM), without a hit: at the top dose activity change, negative = cytotoxicity, actives largely listed as inhibitors; 94,000 tested, 6.6% active; AID 1345083; note: potency is the fitted concentration of half-maximal effect; nearly all actives have a fitted effect of over 60% in size
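ATP-coupled CellTiter-Glo luminescence served as viability read-out, recorded 10 min after reagent addition at room temperature. HEK 293 cells, 250 cells/well, had been incubated with pintool-transferred compound for 48 or 72 hr at 37 degree Celsius.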
GPT2 inh: GPT2 alanine aminotransferase inhibition; Recombinant GPT2, coupled pyruvate oxidase/HRP Amplex Red fluorescence; Potency, µM (doses to about 57.7 µM), for the others: at the top dose activity change, negative = inhibition, usual class: inhibitors; 100,000 tested, 0.25% active; AID 1671188; Q8TD30; note: potency is the fitted concentration of half-maximal effect; nearly all actives have a fitted effect of over 60% in size; many of its hits are not listed in these tables
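Inhibition is scored from Amplex Red fluorescence generated when pyruvate oxidase and HRP act on pyruvate released by GPT2. Reactions contain 10ng/uL enzyme, 250uM a-KG and 2mM L-alanine and run 30 min at room temperature.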
* marks the source's active call; other numbers are inactive results; i = inactive; ? = inconclusive; nt = not tested or not shown; [ ] = remark or other dose. Unless noted, calls come from the whole dose curve; as a rule, active = well fitted curve in the direction sought with a large enough effect; inconclusive = small, poorly fitted or top-dose-only effect, or another doubt; inactive = no such curve, though single readings can be large; an effect the other way counts as inactive or inconclusive. Unless noted, % is set by controls: 0 for no effect and ±100 for the full control effect. Not all compounds are listed. The share of hits here may be higher or lower than overall.

The opening 4 entries (preview)
Structure	IP6K1 inhibitor	NIH3T3 tox	HEK293 viab	SNCA expr inh	FLuc inh	HEK cytotox	GPT2 inh
CCCCC(CC)CNC(=O)CCCCCn1c(=O)[nH]c2ccsc2c1=O (stereo not given)	-2	nt	-10%	-37%	nt	nt	nt
O=C(NCCc1ccc(Cl)cc1)c1nc2sccn2c1-c1ccc(F)cc1	9	?	2%	4%	nt	?	i
COc1ccc(-n2c(=O)c3c4c(sc3n(Cc3ccccc3)c2=O)CCC4)c(OC)c1	8	nt	-11%	28%	nt	nt	nt
Cc1nn(-c2ccccc2)c2c1C(C(C)C)N(C1CCN([S+](=O)([O-])c3ccccc3)C1)C2=O (stereo not given)	3	?	nt	nt	nt	?	nt

The list itself, from the start:
Structure	IP6K1 inhibitor	NIH3T3 tox	HEK293 viab	SNCA expr inh	FLuc inh	HEK cytotox	GPT2 inh
CCCCC(CC)CNC(=O)CCCCCn1c(=O)[nH]c2ccsc2c1=O (stereo not given)	-2	nt	-10%	-37%	nt	nt	nt
O=C(NCCc1ccc(Cl)cc1)c1nc2sccn2c1-c1ccc(F)cc1	9	?	2%	4%	nt	?	i
COc1ccc(-n2c(=O)c3c4c(sc3n(Cc3ccccc3)c2=O)CCC4)c(OC)c1	8	nt	-11%	28%	nt	nt	nt
Cc1nn(-c2ccccc2)c2c1C(C(C)C)N(C1CCN([S+](=O)([O-])c3ccccc3)C1)C2=O (stereo not given)	3	?	nt	nt	nt	?	nt
CCn1ccc2sc(C)c(C(=O)N3CCOCC3)c2c1=O	14	-1%	11%	6%	-4%	-1%	?
Cc1cccc(-c2nc(C)c(CCNC(=O)C(=O)Nc3c(C)cc(C)cc3C)s2)c1	-2	nt	-2%	20%	nt	nt	nt
CCc1ccc(NC(=O)CCCc2nnc3n(C(C)CC)c(=O)c4sccc4n23)cc1 (stereo not given)	20	nt	?	-18%	nt	nt	nt
CC(=O)NC[C@H]1CCN(S(=O)(=O)c2cc(F)ccc2C)C[C@H]1N(C)C	0	i	-5%[12.5 µM]	?	1%	i	i
Cc1noc2ncnc(NCc3ccccc3Cl)c12	-4	nt	15%	2%	nt	nt	nt
Cn1cnc([S+](=O)([O-])N2CCCC(c3nnc4n3C(C(=O)O)CC4)C2)c1 (stereo not given)	-7	0%	0%	?	nt	i	5%
CCS(=O)(=O)Nc1ccc(C2(C(=O)NC(C)c3ccccc3)CCCCC2)cc1 (stereo not given)	5	-27%	-4%	-10%	-4%	?	i
CC(NC(=O)c1ccc2c(c1)CC(=O)N2Cc1ccccc1)c1ccc(F)cc1 (stereo not given)	-8	?	-4%	-25%	-9%	?	i
COc1cc(C(=O)Nc2ccccc2OCc2cc(=O)n3c(C)csc3n2)cc(OC)c1OC	0	nt	7%	29%	nt	nt	nt
CCOc1ccc(NC(=O)c2c(NC(=O)c3ccco3)sc3c2CCC(C(C)(C)C)C3)cc1 (stereo not given)	-7	nt	-6%	-2%	nt	nt	nt
COc1ccccc1CC(=O)NC(C)C(=O)N1CCN(c2ccccn2)CC1 (stereo not given)	-3	-7%	6%	5%	7%	-4%	i
COc1ccc(F)c(CN2CCCC3(CCN(C(=O)c4cccc(C)n4)C3)C2)c1 (stereo not given)	3	-24%	11%	-15%	-9%	-24%	i
Cc1nn2c(C)c(C(=O)NC(C)c3ccccc3)cnc2c1-c1ccc(F)cc1 (stereo not given)	-6	nt	?	34%	nt	nt	nt
Cc1cc(C)c(S(=O)(=O)Nc2cc(-c3cn4ccccc4n3)ccc2C)cc1C	-8	nt	?	-29%	nt	nt	nt
c1ccc(CN2CC[C@H](c3nc4ncccc4[nH]3)C2)cc1	-5	-21%[174 µM]	0%[87.6 µM]	36%[activator][87.6 µM]	?	-16%[230 µM]	-1%[88.5 µM]
Cc1ccc(-c2ccc(C(=O)NCCCn3ccnc3C(C)C)cn2)cc1C	35	?	-3%	4%	?	40µM*	i[11.5 µM]
O=C(O)c1cccc(NC(=O)c2cccc(S(=O)(=O)Nc3cccc(C(=O)O)c3)c2)c1	-28*	nt	3%	23%	nt	nt	nt
CN1c2cc(C(=O)Nc3cc(F)cc(F)c3)ccc2C(=O)N2CCCCC21 (stereo not given)	-12	?	22%[12.5 µM]	200%[activator]	?	?	4%
COC(=O)c1cccc(Nc2c(-c3ccc(OC)cc3)nc3nc[nH]n23)c1	-9	nt	-4%	-13%	nt	nt	nt
Cc1ccc(NC(=O)N2CC(N(C)Cc3cccnc3)C2)cc1C	11	1%	2%	11%	-10%	4%	-13%
O=C(Nc1ccccc1)c1cnc2n1CCN(Cc1cccc(OC(F)(F)F)c1)CC2	0	?	-20%[87.6 µM]	?	-15%[172 µM]	?	3%[88.5 µM]
Cc1cn(CC(=O)N[C@H]2CN(C(=O)CC(C)C)C[C@@H]2C2CC2)c(=O)[nH]c1=O	0	i	3%	4%	-2%	i	i
C=C1CC23CC1(O)CCC2C1=CC2OC(=O)C(C)(C2O)C1C3C(=O)O (stereo not given)	-4	nt	-1%	nt	nt	nt	1%[27.3 µM]
CCc1nc2c(c(-c3ccc(Cl)cc3)n1)CN([S+](C)(=O)[O-])CC2	-6	45µM*	-14%[87.6 µM]	1%[87.6 µM]	-2%[172 µM]	i	i
CCOc1cc(=O)n2c(c1C(=O)NCc1ccccn1)CCCCC2	-15	?	10%	0%	5%	3%	i
CN(C)c1cccc(C(=O)NC2CCN(c3cn[nH]c(=O)c3)CC2)c1	-5	4%	-7%	168%[activator]	?	-9%	i
Cc1noc(C)c1COc1ccc(C(=O)N[C@@H]2CN(C(=O)Nc3ccc(F)cc3)CCC[C@H]2O)cc1	2	?	3%	4%	-22%	?	i
O=C(NCc1cccnc1)C(=O)NCC(c1cccnc1)N1CCN(c2ccc(F)cc2)CC1 (stereo not given)	51	nt	19%	14%	nt	nt	nt
CCN1CCN(c2nc3c(s2)CN(Cc2ccco2)CC3)CC1	22	-9%	-12%	-3%	0%	-3%	i
COc1ccc(N2CCC(NC(=O)c3ccc4[nH]ccc4c3)C2=O)cc1 (stereo not given)	12	-10%	-15%	-11%	-4%	-15%	-6%
O=C(Cc1ccccc1)N1CCC[C@H]1c1nc(-c2ccccc2Cl)no1	5	-28%	-9%	15%	-13%	?	-9%
O=C(CCc1ccccc1)NCc1nnc2ccc(-c3ccccc3)nn12	3	-11%	-4%	19%	3%	-2%	0%
COc1ccc2[nH]cc(CCNC(=O)c3cnn(-c4ccccc4Cl)c3C3CCN(C(=O)OC(C)(C)C)CC3)c2c1	13	nt	-29%	?	nt	nt	nt
CC(C)(C)CC(=O)Nc1ccc([C@@H](O)[C@H]2COCC(=O)N2CCCc2ccccc2)cc1	-2	-15%	-4%	62%[activator]	-13%	-28%	-21%
Cc1cc(C)cc(NC(=O)C(Cc2ccccc2)N2Cc3ccccc3C2=O)c1 (stereo not given)	-11	nt	-1%	-18%	nt	nt	nt
COc1cc(F)ccc1-c1ccc2c(n1)c(=O)ncn2CC1CC1	17	?	-7%[87.6 µM]	-16%[87.6 µM]	-3%[172 µM]	-14%[172 µM]	2%[88.5 µM]
O=c1n(-c2cccc(Cl)c2)nc2n1CCN([S+](=O)([O-])c1ccccc1)C2	5	-13%	2%	5%	nt	?	i
CCOC(=O)C1CC1CN1CCC2(CC1)Cc1ccccc1CNC2=O (stereo not given)	12	-9%	6%	5%	nt	-16%	i
CN(C)c1ccc(C(=O)N2CCC[C@H]2c2nc(-c3ccc(F)cc3)no2)cc1	-1	-27%	5%	-5%	-1%	?	i
Cc1ccc(-n2cc(C(=O)Oc3ccc(F)cc3)c3ccccc3c2=O)cc1	-5	nt	6%	-2%	nt	nt	nt
COc1ccc(C(=O)N2CCC(n3c(C)cnc3-c3ccncc3)C2)c(OC)c1 (stereo not given)	26	-15%	-3%	-8%	nt	-3%	i
CCc1nc(-c2c3n(c(=O)n(CC(=O)NC4CCCCC4)c2=O)CCCC3)no1	24	-11%	?	14%	-6%	4%	1%
Cc1ccccc1NC(=O)CN(c1ccc(Cl)cc1Cl)S(=O)(=O)c1ccccc1	-3	nt	-4%	4%	nt	nt	nt
Cc1ccc(NC(=O)C2CCN(c3cc(C(F)(F)F)ncn3)CC2)cc1	14	?	-13%	-4%	8%	?	i
CCCCc1cc(C[C@@H]2C[C@H](NC(=O)NCC)C2(C)C)no1	7	?	-13%[87.6 µM]	47%[activator][87.6 µM]	-19%[172 µM]	?	-23%[88.5 µM]
Cc1ccc(NC(=O)CSc2nc3c([nH]c4ccccc43)c(=O)n2-c2ccccc2)c(C)c1	26	nt	-1%	-8%	nt	nt	nt

Look-ups from above.
Cc1ccc(NC(=O)CSc2nc3c([nH]c4ccccc43)c(=O)n2-c2ccccc2)c(C)c1 in SNCA expr inh is entered as -8%
CCOC(=O)C1CC1CN1CCC2(CC1)Cc1ccccc1CNC2=O (stereo not given) in HEK293 viab is entered as 6%

(further entries)
Structure	IP6K1 inhibitor	NIH3T3 tox	HEK293 viab	SNCA expr inh	FLuc inh	HEK cytotox	GPT2 inh
CN(C(=O)Cn1nc(Cc2cccnc2)c2ccccc2c1=O)c1cccc(C(F)(F)F)c1	23	nt	-1%	20%	nt	nt	nt
COCC(=O)N1CCCCCNC(=O)[C@@H]2CCCC[C@@H]21	12	-18%	2%	9%	-2%	-22%	5%
CCc1nn2c(=O)cc(COc3ccc(/C=C(\C#N)C(=O)Nc4ccc(F)cc4)cc3OC)nc2s1	-9	nt	-4%	26%	nt	nt	nt
Cc1ccc(-n2ncc(C(=O)NCCCN3CCN(C)CC3)c2C2CCN(C(=O)OC(C)(C)C)CC2)cc1	13	nt	-6%	-13%	nt	nt	nt
COc1ccc(CC(=O)N2CCN(c3ccc4nnc(-c5ccccc5)n4n3)CC2)cc1	7	?	nt	nt	nt	?	nt
COCCNC(=O)[C@H]1C[C@H](Oc2ccccc2)CN1C(=O)NCc1ccc(F)cc1	3	?	5%	-1%	0%	-20%	-48%
